Rat MKP-3 inhibitors – MKP-3 phosphatase inhibitors, primary screen, biochemical, rat enzyme, in vitro (AID 425); 110,000 tested, 0.17% active; recombinant MKP-3 phosphatase activity, fluorescence; higher % means a stronger effect; one-dose inhibition, % at 20 µM; IC50 in µM for titrated hits; Dual specificity protein phosphatase 6 (Rattus norvegicus); in the data active = inhibition above about 50%;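 note: plate controls were vehicle for no effect and reference inhibitor for full effect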
Hsp70 inhibitors – Hsp70 inhibitors, probe displacement, primary screen, biochemical, fluorescence polarization (AID 583). Hsp70 fluorescence polarization probe displacement, mP; higher % means a stronger effect. 140,000 tested, 0.06% active. displacement, % at 20 µM, or IC50 in µM where a hit was titrated. Heat shock 70 kDa protein 1A (Homo sapiens); in the data active = displacement above about 50%;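 note: plate controls were vehicle for no effect and reference ligand for full effect; a part of the inactive calls stands beside numbers as strong as those of hits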
Numbers without * were called inactive; . = not tested or not shown. A portion of the library; the hit share may differ from the screen's.

SMILES	Rat MKP-3 inhibitors	Hsp70 inhibitors
Cc1cc(C)n2c(Br)c(CN3CC4CC(C3)c3cccc(=O)n3C4)nc2n1 (stereo unspecified)	-5%	-2.4%
CC1=CC(C)C(COC(N)=O)(COC(N)=O)C(C)C1 (stereo unspecified)	-2%	-0.3%
Cc1nn(-c2ccccc2)c2c1CC1(C(=O)N(C)C(=O)N(C)C1=O)C1CCCCN21 (stereo unspecified)	-12%	2.5%
CCOC(=O)c1c(C)n(Cc2ccco2)c2ccc(OC)cc12	-8%	-2.0%
CC(C)CC12CN3CCN(CC(C3)C1O)C2 (stereo unspecified)	0%	.
O=C1c2ccccc2C(=O)N1CC1CS1 (stereo unspecified)	-3%	7.2%
CCCCn1c(=O)c(C(=O)Nc2cnccn2)c(O)c2ccccc21	-5%	3.1%
CN(C)Cc1ccccc1OC(=O)N(C)C	.	-4.0%
Cc1nc2ccccc2c(=O)n1-n1cnnc1	8%	-5.0%
COC(=O)C[C@]1(C(=O)OC)CN(C#N)N(c2ccc(Cl)cc2)C12c1ccccc1-c1ccccc12	.	11%
CCCCCCn1c(=O)c(C(=O)Nc2c(C)n(C)n(-c3ccccc3)c2=O)c(O)c2ccccc21	-14%	-3.4%
O=C(Nc1ccccc1)Oc1ccccc1	.	-3.0%
CCCCn1c(O)c(C(CC)=NCc2ccc3c(c2)OCO3)c(=O)[nH]c1=O	-8%	0.0%
C=CCn1c(O)c(C=Nc2ccc(N(CC)CC)cc2)c(=O)[nH]c1=O	-6%	16%
Clc1cccc(N2CCNCC2)c1Cl	.	-2.9%
O=C(c1ccccc1)c1cn(CC(=O)N2CCOCC2)c2ccccc12	.	2.2%
CC1(C)CN1S(=O)(=O)c1ccccc1 (stereo unspecified)	1%	3.7%
O=C1NC(=S)N(c2ccc(F)cc2)C(=O)/C1=C/c1ccc2c(c1)OCO2	2%	4.8%
O=C(c1ccc2nc(-c3ccco3)c(-c3ccco3)nc2c1)N1CCC2(CC1)OCCO2	-8%	10%
COc1cc2nc(CN3CC=C(c4ccccc4)CC3)[nH]c(=O)c2cc1OC	-7%	-1.1%
CC1(C)CN2C(c3ccc(Cl)cc3)N2C1 (stereo unspecified)	.	1.9%
O=c1oc2ccccc2c2c1C(c1ccc(Br)cc1)c1c(c3ccccc3oc1=O)O2	2%	1.4%
CN(C)CCCN=Cc1c(O)n(CCc2ccccc2)c(=O)[nH]c1=O	.	-14%
NCC(O)c1ccc(O)cc1 (stereo unspecified)	.	3.5%
CCc1nc2ccccc2c(=O)n1-c1cccc(OC)c1	-6%	0.1%
CC(=O)NC1CC2CCCC(C1)N2 (stereo unspecified)	-20%	-1.2%
CCCCOP(=O)(OCCCC)/C(C#N)=C(/C)O	.	4.8%
O=C1NC(=O)C(CCc2ccccn2)(Cc2ccc3c(c2)OCO3)C(=O)N1CCc1ccccc1 (stereo unspecified)	.	-2.0%
Cc1cccc(-n2c(=S)[nH]c3ccccc3c2=O)c1	5%	2.6%
CCCCn1c(=O)c(C(=O)Nc2ccc(Br)cc2)c(O)c2ccccc21	0%	1.5%
CCCC[N+]12CCC(CC1)C(C(=O)c1cccs1)C2 (stereo unspecified)	.	4.8%
CCOc1cc(C)cc2oc(=O)c3c(c12)CCCC3	4%	2.3%
C=CCN1C(=O)C2(C(C(=O)OCC)=C(N)Oc3ccccc32)C2=C1CCCC2=O (stereo unspecified)	0%	5.0%
N/C(=N\N=C\c1ccc(O)cc1O)N[N+](=O)[O-]	.	4.1%
O=Cc1cn(Cc2ccc(Cl)c(Cl)c2)c2ccccc12	2%	2.0%
COC(=O)c1cc(C(O)(C(=O)OC)C(F)(F)F)c(/N=C/N(C)C)s1 (stereo unspecified)	9%	-2.6%

Already shown: entries from further up.
SMILES	Rat MKP-3 inhibitors	Hsp70 inhibitors
CCCCCCn1c(=O)c(C(=O)Nc2c(C)n(C)n(-c3ccccc3)c2=O)c(O)c2ccccc21	-14%	-3.4%
O=C(Nc1ccccc1)Oc1ccccc1	.	-3.0%
CCCCn1c(O)c(C(CC)=NCc2ccc3c(c2)OCO3)c(=O)[nH]c1=O	-8%	0.0%
C=CCn1c(O)c(C=Nc2ccc(N(CC)CC)cc2)c(=O)[nH]c1=O	-6%	16%
Clc1cccc(N2CCNCC2)c1Cl	.	-2.9%
O=C(c1ccccc1)c1cn(CC(=O)N2CCOCC2)c2ccccc12	.	2.2%
CC1(C)CN1S(=O)(=O)c1ccccc1 (stereo unspecified)	1%	3.7%
O=C1NC(=S)N(c2ccc(F)cc2)C(=O)/C1=C/c1ccc2c(c1)OCO2	2%	4.8%
O=C(c1ccc2nc(-c3ccco3)c(-c3ccco3)nc2c1)N1CCC2(CC1)OCCO2	-8%	10%
COc1cc2nc(CN3CC=C(c4ccccc4)CC3)[nH]c(=O)c2cc1OC	-7%	-1.1%
CC1(C)CN2C(c3ccc(Cl)cc3)N2C1 (stereo unspecified)	.	1.9%
O=c1oc2ccccc2c2c1C(c1ccc(Br)cc1)c1c(c3ccccc3oc1=O)O2	2%	1.4%
CN(C)CCCN=Cc1c(O)n(CCc2ccccc2)c(=O)[nH]c1=O	.	-14%
NCC(O)c1ccc(O)cc1 (stereo unspecified)	.	3.5%
CCc1nc2ccccc2c(=O)n1-c1cccc(OC)c1	-6%	0.1%
CC(=O)NC1CC2CCCC(C1)N2 (stereo unspecified)	-20%	-1.2%
CCCCOP(=O)(OCCCC)/C(C#N)=C(/C)O	.	4.8%
O=C1NC(=O)C(CCc2ccccn2)(Cc2ccc3c(c2)OCO3)C(=O)N1CCc1ccccc1 (stereo unspecified)	.	-2.0%
Cc1cccc(-n2c(=S)[nH]c3ccccc3c2=O)c1	5%	2.6%
CCCCn1c(=O)c(C(=O)Nc2ccc(Br)cc2)c(O)c2ccccc21	0%	1.5%
CCCC[N+]12CCC(CC1)C(C(=O)c1cccs1)C2 (stereo unspecified)	.	4.8%
CCOc1cc(C)cc2oc(=O)c3c(c12)CCCC3	4%	2.3%
C=CCN1C(=O)C2(C(C(=O)OCC)=C(N)Oc3ccccc32)C2=C1CCCC2=O (stereo unspecified)	0%	5.0%

Pulled by compound from the list above:
SMILES	Rat MKP-3 inhibitors	Hsp70 inhibitors
C=CCN1C(=O)C2(C(C(=O)OCC)=C(N)Oc3ccccc32)C2=C1CCCC2=O (stereo unspecified)	0%	5.0%
O=Cc1cn(Cc2ccc(Cl)c(Cl)c2)c2ccccc12	2%	2.0%

Following part
SMILES	Rat MKP-3 inhibitors	Hsp70 inhibitors
CCCCn1c(O)c(C(CC)=Nc2ccc(OC)cc2OC)c(=O)[nH]c1=O	.	2.4%
COC(=O)C(O)(c1c(C)[nH]n(-c2ccccc2)c1=O)C(F)(F)F (stereo unspecified)	8%	-0.5%
CCC(=NCC1CCCO1)c1c(O)[nH]c(=O)[nH]c1=O (stereo unspecified)	-8%	5.9%
CC(=NCc1cccnc1)c1c(O)n(-c2ccccc2)c(=O)[nH]c1=O	.	2.3%
CN1CCN(c2ccccc2[N+](=O)[O-])CC1	4%	-2.2%
CCOP(=S)(OCC)SCC(=O)NC(C(=O)O)C(C)C (stereo unspecified)	.	0.7%
CCCCNC(=O)c1c(N)n(Cc2ccc3c(c2)OCO3)c2nc3ccccc3nc12	.	-20%
CCCCn1c(O)c(C(C)=Nc2ccc(OCC)cc2)c(=O)[nH]c1=O	-8%	0.2%
N[C@@H](Cc1c[nH]c2ccccc12)c1nnc(SCc2ccc(Cl)cc2)o1	-4%	0.6%
COc1ccc2c(c1)CC1(CN2C)C(=O)NC(=O)N(c2ccc(C)cc2)C1=O (stereo unspecified)	0%	-4.4%
CCCc1nc2ccccc2c(=O)n1-c1cccc(OC)c1	.	32%
COc1ccccc1-n1c(/C=C/c2ccc(O)c(O)c2)nc2ccccc2c1=O	5%	-5.9%
N#Cc1ccc(Cn2cc(C(=O)c3ccco3)c3ccccc32)cc1	.	-0.2%
